Platelet DG rel: inhibitors of platelet dense granule secretion, primary screen, cell-based, MLPCN, human platelets. hit rate 0.22% among 300,000. human platelet-rich plasma, SFLLRN dense granule ATP release, luminescence. inhibition, %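 (compounds screened at 7.5 µM in platelet-rich plasma)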;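 active = mean replicate score, as percent of positive control, at or above 50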
HSF-1 act: HSF-1 activators, primary screen, NIH3T3-HGL cells, MG132 stress, luminescence, single point; hit rate 1.7% among 300,000; AID 504408, 2011; NIH3T3-HGL HSF-1 luciferase reporter, 8 h; 100% = twice DMSO control signal; activation, % at 9 µM;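 active = mean replicate activation of at least 50% with a set share of replicates each reaching 50%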;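 note: 0% = median of the neutral control wells and 100% = twice that signal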
KLF5 inhibitor: KLF5 expression inhibitors, primary screen, DLD-1 cells, luminescence; DLD-1 KLF5 promoter-luciferase reporter; inhibition, % at 5 µM; hit rate 0.23% among 290,000;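 active = inhibition above a per-plate limit of that plate's mean compound inhibition plus 3 SD, cut at about 60% in these data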;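 note: 0% = DMSO wells and 100% = LY294002 at 200 µM; higher means less KLF5 promoter-driven luciferase light; inactives centre near -14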
GSK3 alpha inh: blockers of GSK3A enzyme activity – biochemical, luminescence, cell-free homogeneous, HTS, primary screen. hit rate 0.1% among 320,000. inhibition, % at 10 µM. GSK-3 alpha kinase, ADP-Glo luminescence, 60 min. AID 2650, 2010;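 in the data active = inhibition above about 50%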;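 note: GST-tagged GSK-3 alpha with peptide substrate and 25 µM ATP; 0% = DMSO neutral wells and 100% = GW8510 positive control wells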
Target sequence (P49840 whole entry, looked up): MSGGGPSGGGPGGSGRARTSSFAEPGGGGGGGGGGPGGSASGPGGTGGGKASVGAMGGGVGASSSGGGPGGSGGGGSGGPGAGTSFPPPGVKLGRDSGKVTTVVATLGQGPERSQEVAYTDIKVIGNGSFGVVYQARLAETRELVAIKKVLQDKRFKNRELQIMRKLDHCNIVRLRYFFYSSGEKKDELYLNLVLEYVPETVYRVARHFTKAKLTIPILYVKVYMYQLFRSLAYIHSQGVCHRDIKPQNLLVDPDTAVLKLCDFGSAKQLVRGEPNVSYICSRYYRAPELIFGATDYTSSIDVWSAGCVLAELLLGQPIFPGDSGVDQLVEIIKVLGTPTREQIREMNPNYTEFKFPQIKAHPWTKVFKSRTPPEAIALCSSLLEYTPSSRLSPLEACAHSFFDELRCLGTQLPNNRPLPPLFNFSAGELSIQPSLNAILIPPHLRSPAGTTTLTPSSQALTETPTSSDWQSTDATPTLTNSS
HSF1 inhib: HSF1 inhibitors in luciferase reporter cells, primary screen, cell-based, NIH3T3, luminescence. NIH3T3-HGL HSE-luciferase, MG132-induced, luminescence 8 h; hits give low values. activity change, negative = inhibition, % at 7.5 µM (by protocol). hit rate 0.77% among 300,000;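 active = more than half of replicate wells show activity change below -50%, luminescence cut by over half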;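 note: luciferase reports HSF-1 transcriptional activity via heat shock element; 0% = median of DMSO wells and -100% = zero luminescence signal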
HSP90 inh: HSP90 inhibitors, primary screen, cell lysate, luminescence; Heat shock protein HSP 90 (rabbit reticulocyte lysate; luciferase refolding); Rabbit reticulocyte lysate, luciferase refolding luminescence, 3 h; inhibition, % at 5.6 µM; hit rate 0.91% among 290,000;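 active = inhibition above the screen-wide mean plus 3 SD, computed separately per campaign, cut at about 16% in these data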;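 note: 0% = DMSO wells and 100% = 60 µM geldanamycin wells; inhibitors lower the luminescence because luciferase stays unfolded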
DYRK1A inh: rat Dyrk1A kinase inhibitors, primary screen, biochemical, single point, plate reader | Dual specificity tyrosine-phosphorylation-regulated kinase 1A (Rattus norvegicus), Q63470 | hit rate 0.43% among 310,000 | ADP-Glo luminescence, NFATc1 peptide | inhibition, % at 12.5 µM; in the data active = inhibition above about 50%;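 note: plate controls were vehicle with enzyme for no effect and no enzyme for full effect; many of its hits are not listed in these tables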
aSyn UTR inh: MLPCN primary screen, SNCA 5' untranslated region | alpha-synuclein 5'UTR reporter, inhibitor activity | inhibition, % (tested at 7.5 µM) | hit rate 0.82% among 300,000; in the data active = inhibition above about 60%;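 note: H4 neuroglioblastoma cells stably carrying SNCA 5'UTR luciferase fusion; 0% = DMSO wells and 100% = positive control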
GSK3beta inhib: human GSK3beta kinase inhibitors, primary screen, biochemical, cell-free homogeneous, HTS; Glycogen synthase kinase-3 beta (Homo sapiens), P49841; GST-GSK3beta kinase, ADP-Glo luminescence, 60 min; hits give low values; activity score (negative = inhibition), % at 10 µM; hit rate 0.038% among 300,000; AID 2097, 2009;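 active = more than half of replicate wells score below -50%, meaning over 50% inhibition versus plate controls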;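 note: 0% = median DMSO wells and -100% = median GW8510 positive control wells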
Target sequence (P49841 whole entry, looked up): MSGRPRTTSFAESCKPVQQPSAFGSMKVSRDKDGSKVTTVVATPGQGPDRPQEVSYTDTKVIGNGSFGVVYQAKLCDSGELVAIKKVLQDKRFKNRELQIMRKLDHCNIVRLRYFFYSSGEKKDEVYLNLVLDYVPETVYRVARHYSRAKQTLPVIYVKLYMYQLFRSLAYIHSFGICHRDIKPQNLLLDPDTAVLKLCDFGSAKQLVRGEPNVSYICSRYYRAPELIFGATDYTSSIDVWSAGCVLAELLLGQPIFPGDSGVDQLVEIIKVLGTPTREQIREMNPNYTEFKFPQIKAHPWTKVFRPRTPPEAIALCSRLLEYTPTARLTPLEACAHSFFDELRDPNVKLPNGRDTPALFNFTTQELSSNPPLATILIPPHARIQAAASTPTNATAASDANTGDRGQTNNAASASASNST
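Test system: GST-tagged human GSK3beta kinase, cell-free; evaluation: activity score scaled between in-plate DMSO and GW8510 controls; measured by: ADP-Glo luminescence; incubation: 60 min reaction, RT; benchmarks: DMSO and 20 µM GW8510; reagent: peptide substrate plus 25 µM ATP (final); medium: Tris/MgCl2 kinase buffer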
IEC-6 tox: cytotoxicity in IEC-6 intestinal epithelial cells, primary screen, cytotoxicity control for KLF5 inhibitor project, cell-based, luminescence. IEC-6 cytotoxicity, luminescence viability. inhibition, % at 5 µM. hit rate 0.78% among 290,000; in the data active = inhibition above about 22%;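 note: 0% = plate median of test compound wells and 100% = cytotoxic reference compound wells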
* marks the source's active call; other numbers are inactive results. Some of the compounds tested; the hit share may differ from the screen's.

Results for CN(c1ccccc1C(=O)N1CCOCC1)S(C)(=O)=O ?
Platelet DG rel: -15; HSF-1 act: -1; KLF5 inhibitor: -6; GSK3 alpha inh: -1; HSF1 inhib: -3; HSP90 inh: 0; DYRK1A inh: 6; aSyn UTR inh: 18; GSK3beta inhib: 2; IEC-6 tox: -1

What do the screens show for `CCOC(=O)N1CCN(c2nc(-c3ccc(OC)cc3)no2)CC1`?
Platelet DG rel: -2; HSF-1 act: 19; KLF5 inhibitor: -22; GSK3 alpha inh: -6; HSF1 inhib: 0; HSP90 inh: 2; DYRK1A inh: 3; aSyn UTR inh: -88; GSK3beta inhib: 1; IEC-6 tox: 0

What do the screens show for `Cc1nn(-c2ccccc2)c(C)c1/C=N/NC(=O)CSc1nnc(-c2ccccc2)n1-c1ccc(Cl)cc1`?
Platelet DG rel: -5; HSF-1 act: 16; KLF5 inhibitor: 6; HSF1 inhib: 6; HSP90 inh: -4; DYRK1A inh: -1; aSyn UTR inh: -8; GSK3beta inhib: 2; IEC-6 tox: -4

How did CCCn1c(SCC(=O)Nc2ccc(C)c(S(=O)(=O)N3CCOCC3)c2)n[nH]c1=O do in these assays?
Platelet DG rel: -6; HSF-1 act: 4; KLF5 inhibitor: -20; GSK3 alpha inh: 3; HSF1 inhib: -3; HSP90 inh: 1; DYRK1A inh: 4; aSyn UTR inh: -6; GSK3beta inhib: 0; IEC-6 tox: 12

What do the screens show for `O=C1C(=O)N(CCCO)C(c2ccccc2)/C1=C(\O)c1ccc(Br)cc1` (centres undefined)?
Platelet DG rel: -3; HSF-1 act: -1; KLF5 inhibitor: 11; GSK3 alpha inh: -3; HSF1 inhib: 1; HSP90 inh: 4; DYRK1A inh: 11; aSyn UTR inh: 4; GSK3beta inhib: -1; IEC-6 tox: -6

What do the screens show for `CCOC(=O)C(CC)n1cnc2c(cnn2-c2ccc(Cl)cc2)c1=O` (centres undefined)?
Platelet DG rel: 10; HSF-1 act: -1; KLF5 inhibitor: -1; GSK3 alpha inh: -2; HSF1 inhib: 1; HSP90 inh: -1; DYRK1A inh: 5; aSyn UTR inh: -14; GSK3beta inhib: 2; IEC-6 tox: 1

Results for Cc1cccc(Nc2nc(N)nc(-c3oc4ccccc4c3C)n2)c1 ?
Platelet DG rel: 14; HSF-1 act: 28; KLF5 inhibitor: -63; GSK3 alpha inh: 2; HSF1 inhib: 18; HSP90 inh: -4; DYRK1A inh: 8; aSyn UTR inh: -23; GSK3beta inhib: 4; IEC-6 tox: 12

Results for O=C1C(=O)N(CCCN2CCOCC2)C(c2ccc(F)cc2)/C1=C(/O)c1ccccc1 (centres undefined) ?
Platelet DG rel: 19; HSF-1 act: 8; KLF5 inhibitor: -24; GSK3 alpha inh: -3; HSF1 inhib: -3; HSP90 inh: 1; DYRK1A inh: 3; aSyn UTR inh: 10; GSK3beta inhib: 6; IEC-6 tox: -4

How did Cc1cc(C)c(C2C3=C(Nc4c2c(C)nn4-c2ccccn2)c2ccccc2C3=O)c(C)c1 (centres undefined) do in these assays?
Platelet DG rel: 0; HSF-1 act: 5; KLF5 inhibitor: 12; GSK3 alpha inh: 4; HSF1 inhib: -7; HSP90 inh: -1; DYRK1A inh: 0; aSyn UTR inh: 45; GSK3beta inhib: 0; IEC-6 tox: -8

How did O=C(NCc1cccc(Cl)c1)c1ccc(CS(=O)Cc2ccc(Cl)cc2)o1 (centres undefined) do in these assays?
Platelet DG rel: -11; HSF-1 act: 16; KLF5 inhibitor: 8; GSK3 alpha inh: -4; HSF1 inhib: 3; HSP90 inh: -2; DYRK1A inh: 5; aSyn UTR inh: 27; GSK3beta inhib: 6; IEC-6 tox: -8

Results for O=C(Cn1c(S(=O)(=O)Cc2ccccc2)nc2ccccc21)N1CCCCC1 ?
Platelet DG rel: -3; HSF-1 act: 4; KLF5 inhibitor: -69; GSK3 alpha inh: 1; HSF1 inhib: 6; HSP90 inh: -1; DYRK1A inh: 3; aSyn UTR inh: -35; GSK3beta inhib: -1; IEC-6 tox: -1

Results for CCOc1ccccc1NC(=O)CCNS(=O)(=O)c1ccccc1 ?
Platelet DG rel: 0; HSF-1 act: 20; KLF5 inhibitor: -23; GSK3 alpha inh: -1; HSF1 inhib: 4; HSP90 inh: -3; DYRK1A inh: 5; aSyn UTR inh: 18; GSK3beta inhib: -2; IEC-6 tox: -5

Results for O=C(c1cc(COc2ccc(F)cc2Cl)on1)N1CCCC(c2ccccc2)C1 (centres undefined) ?
Platelet DG rel: 10; HSF-1 act: 10; KLF5 inhibitor: -14; GSK3 alpha inh: 0; HSF1 inhib: 9; HSP90 inh: 2; DYRK1A inh: -3; aSyn UTR inh: -28; GSK3beta inhib: 3; IEC-6 tox: 0

How did CCOC(=O)c1ccc(NC(=O)C2CCCN(S(=O)(=O)c3ccc(F)cc3)C2)cc1 (centres undefined) do in these assays?
Platelet DG rel: 10; HSF-1 act: 1; KLF5 inhibitor: -17; HSF1 inhib: -2; HSP90 inh: -1; DYRK1A inh: 4; aSyn UTR inh: 3; GSK3beta inhib: 2; IEC-6 tox: -2

Results for O=C(/C=C/c1ccc2c(c1)OCO2)N1CCN(c2ccccc2F)CC1 ?
Platelet DG rel: 3; HSF-1 act: 5; KLF5 inhibitor: -16; GSK3 alpha inh: -2; HSF1 inhib: -3; HSP90 inh: -1; DYRK1A inh: -3; aSyn UTR inh: -12; GSK3beta inhib: 1; IEC-6 tox: 5

Results for Cc1sc2ncnc(SCC(=O)N3CCCCC3)c2c1C ?
Platelet DG rel: 4; HSF-1 act: -12; KLF5 inhibitor: -4; GSK3 alpha inh: -7; HSF1 inhib: -5; HSP90 inh: 4; DYRK1A inh: -3; aSyn UTR inh: -39; GSK3beta inhib: 1; IEC-6 tox: 7

What do the screens show for `COCCCNCC(O)C(F)(F)F` (centres undefined)?
Platelet DG rel: -13; HSF-1 act: 3; KLF5 inhibitor: -12; GSK3 alpha inh: 0; HSF1 inhib: 0; HSP90 inh: -1; DYRK1A inh: -5; aSyn UTR inh: 7; GSK3beta inhib: 0; IEC-6 tox: 0

How did COc1ccc(CCNC(=O)c2nonc2N)cc1 do in these assays?
Platelet DG rel: 0; HSF-1 act: 61*; KLF5 inhibitor: -39; GSK3 alpha inh: 0; HSF1 inhib: 41; HSP90 inh: -3; DYRK1A inh: 2; aSyn UTR inh: -85; GSK3beta inhib: 0; IEC-6 tox: 2

How did O=C(/C=C/c1ccccc1)OCc1cncs1 do in these assays?
Platelet DG rel: -2; HSF-1 act: 30; KLF5 inhibitor: -2; GSK3 alpha inh: -2; HSF1 inhib: 8; HSP90 inh: -4; DYRK1A inh: -1; aSyn UTR inh: -103; GSK3beta inhib: -3; IEC-6 tox: 6

How did CN(/N=C/c1ccco1)C1=NS(=O)(=O)c2ccccc21 do in these assays?
Platelet DG rel: -1; HSF-1 act: -2; KLF5 inhibitor: -1; GSK3 alpha inh: 1; HSF1 inhib: -3; HSP90 inh: 0; DYRK1A inh: 5; aSyn UTR inh: 23; GSK3beta inhib: 2; IEC-6 tox: 4

What do the screens show for `Cn1c(SCc2ccc(Br)cc2)nnc1-c1cccs1`?
Platelet DG rel: 0; HSF-1 act: 47; KLF5 inhibitor: -29; GSK3 alpha inh: -2; HSF1 inhib: 10; HSP90 inh: -3; DYRK1A inh: -4; aSyn UTR inh: -28; GSK3beta inhib: -4; IEC-6 tox: -4

What do the screens show for `O=C(CSc1ccc(-c2nc3ccccc3[nH]2)cn1)Nc1ccc2c(c1)OCCO2`?
Platelet DG rel: -3; HSF-1 act: 39; KLF5 inhibitor: -14; GSK3 alpha inh: -1; HSF1 inhib: 6; HSP90 inh: -2; aSyn UTR inh: -235; GSK3beta inhib: 1; IEC-6 tox: -6

What do the screens show for `Oc1ccc2oc3c(c2c1/C=N/n1cnnc1)CCCC3`?
Platelet DG rel: 3; HSF-1 act: 5; KLF5 inhibitor: -44; GSK3 alpha inh: 1; HSF1 inhib: -4; HSP90 inh: 2; DYRK1A inh: 13; aSyn UTR inh: 35; GSK3beta inhib: -9; IEC-6 tox: -4

What do the screens show for `Oc1c(C(c2ccc(Cl)cc2)N2CCCC2)cc(Cl)c2cccnc12` (centres undefined)?
Platelet DG rel: -6; HSF-1 act: -35; KLF5 inhibitor: 51; GSK3 alpha inh: 0; HSF1 inhib: -36; HSP90 inh: 7; DYRK1A inh: -6; aSyn UTR inh: 33; GSK3beta inhib: 1; IEC-6 tox: -2

What do the screens show for `CN1C(=O)N(C)C2C1N(C)S(=O)(=O)N2C` (centres undefined)?
Platelet DG rel: 10; HSF-1 act: -7; KLF5 inhibitor: -20; GSK3 alpha inh: -4; HSF1 inhib: -2; HSP90 inh: 3; DYRK1A inh: 2; aSyn UTR inh: -9; GSK3beta inhib: 1; IEC-6 tox: 3

What do the screens show for `C=CCSc1nc(O)c(CC)c(=O)n1C(C)CC` (centres undefined)?
Platelet DG rel: -1; HSF-1 act: 16; KLF5 inhibitor: -2; GSK3 alpha inh: -4; HSF1 inhib: -1; HSP90 inh: -5; DYRK1A inh: -6; aSyn UTR inh: -7; GSK3beta inhib: -3; IEC-6 tox: 0

Results for CCCNc1nc(C)cc(-c2cc(-c3ccc(Cl)cc3)on2)n1 ?
Platelet DG rel: -6; HSF-1 act: -19; GSK3 alpha inh: -2; HSF1 inhib: -2; DYRK1A inh: 4; aSyn UTR inh: -14; GSK3beta inhib: 2

What do the screens show for `O=C(COC(=O)Cc1ccccc1F)NNC(=O)c1ccc(Cl)cc1`?
Platelet DG rel: -11; HSF-1 act: -10; GSK3 alpha inh: 12; HSF1 inhib: -2; DYRK1A inh: 5; aSyn UTR inh: 8; GSK3beta inhib: 1

Results for N#CCC(=O)N/N=C/c1cccc(Oc2ccccc2)c1 ?
Platelet DG rel: -3; HSF-1 act: 8; KLF5 inhibitor: 13; GSK3 alpha inh: 0; HSF1 inhib: 12; HSP90 inh: 0; DYRK1A inh: -1; aSyn UTR inh: 3; GSK3beta inhib: 0; IEC-6 tox: -5

What do the screens show for `Cc1ccc(-n2nnnc2SCC(=O)Nc2sc(C)c(C)c2C#N)cc1C`?
Platelet DG rel: -6; KLF5 inhibitor: -24; GSK3 alpha inh: 0; HSP90 inh: -2; aSyn UTR inh: -71; GSK3beta inhib: -1; IEC-6 tox: -1

Compound activity: PubChem, several laboratories
